# CDK5 p35 inh – inhibitors of human CDK5/p35 kinase, primary screen, biochemical, single concentration; Cyclin-dependent kinase 5 (Homo sapiens) + Cyclin-dependent kinase 5 activator 1 (Homo …; 330,000 tested, 0.01% active; inhibition, % at 10 µM; Recombinant CDK5/p35, ADP-Glo luminescence, 60 min;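 active = highest replicate inhibition of at least 50% and at least 75% of replicates reaching 50%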;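 note: plate controls were DMSO neutral control for no effect and GW8510 at 10 µM for full effect; many of its hits are not listed in these tables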
# SR-BI HDL uptake – inhibitors of SR-BI mediated HDL lipid uptake, primary screen, ldlA[mSR-BI] cells, fluorescence, single point | Scavenger receptor class B member 1 (Mus musculus), Q61009 | ldlA[mSR-BI] CHO cells, DiI-HDL uptake fluorescence, 3 h | inhibition, % at 12.5 µM | 320,000 tested, 0.96% active;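 active = mean replicate inhibition of at least 70% and a set share of replicates each scoring 70 or more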;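 note: 0% = median of neutral control wells and 100% = median of positive control wells; values of inactives mirror those of a sister screen read the other way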
# Target sequence (Q61009 whole entry, looked up): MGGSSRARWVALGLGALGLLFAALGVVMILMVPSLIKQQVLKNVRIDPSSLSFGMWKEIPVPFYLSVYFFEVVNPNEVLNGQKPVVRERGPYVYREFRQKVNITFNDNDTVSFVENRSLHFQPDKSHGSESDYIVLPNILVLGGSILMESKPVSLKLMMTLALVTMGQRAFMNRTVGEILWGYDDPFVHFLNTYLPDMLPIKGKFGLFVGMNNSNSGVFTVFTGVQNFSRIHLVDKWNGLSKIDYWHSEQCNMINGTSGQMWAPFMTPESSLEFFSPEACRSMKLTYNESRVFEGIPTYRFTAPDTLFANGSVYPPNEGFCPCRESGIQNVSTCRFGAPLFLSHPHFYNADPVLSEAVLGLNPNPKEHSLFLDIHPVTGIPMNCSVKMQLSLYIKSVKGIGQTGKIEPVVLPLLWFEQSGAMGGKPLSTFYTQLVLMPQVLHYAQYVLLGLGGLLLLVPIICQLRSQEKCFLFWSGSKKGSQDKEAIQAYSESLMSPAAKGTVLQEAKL
# dFosB act – activators of delta FosB homodimer, primary screen, biochemical, fluorescence polarization, TAMRA-CDK5 oligo, single point | activation, % at 25 µM | purified delta FosB; percent of positive-control signal above neutral wells | Protein FosB (Mus musculus), P13346 | 340,000 tested, 0.99% active | AID 493131, 2011;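 active = mean activation above about 17%, with every replicate also reaching it, limit read from the data, passing the limit was not always enough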;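 note: fluorescence polarization rise as delta FosB binds a TAMRA Cdk5 AP-1 oligo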
# Target sequence (P13346 whole entry, looked up): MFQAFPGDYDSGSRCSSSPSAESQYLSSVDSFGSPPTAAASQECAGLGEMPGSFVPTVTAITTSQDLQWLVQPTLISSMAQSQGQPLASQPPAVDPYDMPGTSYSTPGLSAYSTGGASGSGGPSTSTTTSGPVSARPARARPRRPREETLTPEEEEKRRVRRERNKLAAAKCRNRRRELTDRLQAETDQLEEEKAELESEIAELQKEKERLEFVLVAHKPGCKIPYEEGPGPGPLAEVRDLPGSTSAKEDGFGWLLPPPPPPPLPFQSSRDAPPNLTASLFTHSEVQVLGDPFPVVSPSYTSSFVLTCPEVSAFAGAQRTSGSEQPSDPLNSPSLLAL
# PvdQ inh – P. aeruginosa PvdQ acylase inhibitors, primary screen, biochemical, fluorescence, plate reader and imaging, single point | PvdQ acylase [Pseudomonas aeruginosa LESB58] | purified PvdQ acylase | inhibition, % at 10 µM | 340,000 tested, 0.063% active | AID 488965, 2010; in the data active = inhibition above about 30%, passing the limit was not always enough;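 note: 0% = vehicle neutral wells and 100% = reference inhibitor wells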
# V-ATPase pHluor – regulators of yeast V-ATPase proton pumping, primary screen, pHLuorin cytosolic pH fluorescence; 350,000 tested, 0.37% active; S. cerevisiae; response, % at 10 µM; in the data active = response mostly above about 7.3%, no sharp cut-off; inactive = mostly below about 5.4%; note: actives read high; inactives centre near 0; some compounds called inactive have numbers as strong as hits; reference of the scale not given here
# Wnt bcat act – Wnt/beta-catenin pathway activators, primary screen, cell-based, plate reader, single point; activation, % at 9.35 µM; AID 743398, 2014; Wnt/beta-catenin reporter cell assay, activator; 300,000 tested, 1.2% active; in the data active = activation above about 30%, passing the limit was not always enough;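 note: 0% = neutral control wells and 100% = positive control wells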
# MITF TRPM1 HTS – activators of MITF-driven TRPM1 promoter reporter, primary screen, cell-based, SK-MEL-5, luciferase, single point | SK-MEL-5 TRPM1-promoter luciferase, 24 h; % of positive control, neutral wells = 0 | activation, % at 12.5 µM | 300,000 tested, 0.75% active;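 active = mean activation of at least 80% with every replicate also reaching 80%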;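 note: 0% = neutral control wells and 100% = parthenolide positive control wells; values of inactives mirror those of a sister screen read the other way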
# HTR5A ag – HTR5A agonists in luminescence cell assay, primary screen, counter-screen for OPRM1-OPRD1 heterodimer agonist project, full-deck HTS | cell-based | activation, % at 9.3 µM | 5-hydroxytryptamine receptor 5A (Homo sapiens), P47898 | 340,000 tested, 0.61% active; in the data active = activation mostly above about 9.5%, no sharp cut-off; inactive = mostly below about 7.6%;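 note: 0% = cells with vehicle only and 100% = reference agonist; strong numbers were not always called active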
# HTR5A inv ag – HTR5A inverse agonists in luminescence cell assay, primary screen, counter-screen for OPRM1-OPRD1 heterodimer inverse agonist project, full-deck HTS; 5-hydroxytryptamine receptor 5A (Homo sapiens), P47898; HTR5A cell line, inverse agonism; AID 504634, 2011; inhibition, % at 9.3 µM; 340,000 tested, 0.083% active; in the data active = inhibition mostly above about 23%, no sharp cut-off; inactive = mostly below about 18%;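 note: 0% = cells with DMSO and 100% = no-cell wells with DMSO; some compounds called inactive have numbers as strong as hits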
# NSD2 HMT inh – NSD2 histone methyltransferase inhibitors, primary screen, biochemical, AlphaScreen, single concentration, set 2; Histone-lysine N-methyltransferase NSD2 (Homo sapiens), O96028; NSD2 peptide methylation, 120 min; inhibition, % at 12.5 µM; 310,000 tested, 0.54% active; in the data active = inhibition above about 50%
# * hit, by the source's call; nt = not tested or not shown.
SMILES,CDK5 p35 inh,SR-BI HDL uptake,dFosB act,PvdQ inh,V-ATPase pHluor,Wnt bcat act,MITF TRPM1 HTS,HTR5A ag,HTR5A inv ag,NSD2 HMT inh
CCN(CC)c1ccc(Nc2nc(Cl)ncc2Br)cc1,1.2,34,-1,-6,1,0,-5,-2,7,25
COc1ccc(CCCC(=O)O)c(C)c1,1.8,-4,8,0,-3,-2,nt,0,-50,nt
COc1ccc(C(=O)COC(=O)c2cc3ccccc3oc2=O)c(OC)c1,0.5,-2,1,-3,0,1,0,0,10,0
O=C(NCCCN1CCOCC1)c1ccc2c(c1)N(Cc1cccc(F)c1)C(=O)c1ccccc1S2,-8.4,-28,-3,-6,-1,-2,-13,0,-22,1
Cc1cc(C)c(C#N)c(SCC(=O)N2CCCCC2)n1,-0.7,33,-2,-7,4,-4,3,-2,8,-1
O=C(NCCCN1CCOCC1)C1CCC(=O)N1C1CCCCC1 (stereo not given),0.4,-13,-1,3,-5,0,-10,-1,19,-2
COc1ccc(S(=O)(=O)N2CCCCCC2)cc1C(=O)OCC(=O)NC1CCS(=O)(=O)C1 (stereo not given),-3.2,-49,-10,-14,1,5,-1,1,-2,0
O=C(c1ccc2c(c1)OCO2)N(c1ccc(Br)cc1)C1C=CS(=O)(=O)C1 (stereo not given),0.2,-18,-2,-16,-2,2,3,5,-12,-2
O=C(N[C@@H]1C/C=C\C[C@H](CC(=O)N(CCO)Cc2ccccc2)C(=O)NC[C@@H](c2ccccc2)OC1=O)OCC1c2ccccc2-c2ccccc21,-6.2,85*,-5,-13,2,-7,-23,10,5,nt
CCOc1ccc(N2CC(C(=O)NC3CCSC3=O)CC2=O)cc1 (stereo not given),-0.1,1,-6,-1,4,1,2,9,-37,-4
COc1ccccc1-c1noc(-c2ccccc2)n1,-1.2,11,-5,-12,4,nt,33,0,-1,3
CCOCC(=O)Nc1nc2ccc(OCC)cc2s1,4.2,-9,-1,-18,4,46*,33,-2,-1,-1
COc1ccc(C2C(C(=O)N3CCN(c4ccccn4)CC3)CCC(=O)N2c2cc(OC)c(OC)c(OC)c2)cc1 (stereo not given),-1.3,nt,-14,-19,0,-2,-7,4,-26,-3
Cc1cccc(Nc2nnc(SCc3cn4ccsc4n3)s2)c1,3.6,3,-3,6,0,nt,14,-6,6,2
Fc1ccccc1COc1ccc2ccccc2c1CNc1nn[nH]n1,-1.5,-3,4,-36,1,8,-11,-1,2,-2
Cc1cc(OCCCC(=O)Nc2cc(S(=O)(=O)N3CCOCC3)ccc2N2CCOCC2)ccc1Cl,0.6,17,-9,2,-1,-2,3,6,-15,-2
CN(C)c1ccc(C(=S)N2CCN(c3ccccc3)CC2)cc1,1.7,-6,-1,-13,-5,1,9,-2,-14,17
CN(C)S(=O)(=O)c1ccc(Cl)c(NC(=O)CN2CCN(Cc3ccc4c(c3)OCO4)CC2)c1,-8.6,nt,-5,-14,1,-1,-13,1,-18,-5
O=C(CN1C(=O)NC2(CCCC2)C1=O)Nc1cc(S(=O)(=O)N2CCCCC2)ccc1Cl,-0.9,-10,-5,-8,6,0,-13,-7,18,0
O=C(CN1CCN(c2ncc(C(F)(F)F)cc2Cl)CC1)NCCNc1ncc(C(F)(F)F)cc1Cl,1.9,75*,-4,-8,1,2,-11,14,-39,-14
CC(=O)NC(CCS(C)(=O)=O)C(=O)Nc1ccc(C)c(F)c1 (stereo not given),-0.5,-5,-2,0,5,nt,-7,-4,10,nt
COc1ccccc1/C=C(/CC(=O)NCc1ccc(F)cc1)c1nc2ccccc2s1,-2.5,-16,-7,-12,-4,0,-4,5,23,-4
COc1ccc(Cl)cc1-c1nc(SCC(=O)N(C)CCC#N)n[nH]1,0.0,26,-11,-2,0,-2,-8,-3,9,-5
O=C(Nc1ccc(Cl)c(Cl)c1)c1ccc2c(c1)OCO2,1.6,38,-1,-9,1,15,nt,8,-29,-1
Cc1ccc(S(=O)(=O)N2CCC(C(=O)NNC(=O)C3CC3)CC2)cc1Cl,-0.9,68,5,-10,1,-2,-5,0,1,0
N#Cc1nc(-c2ccco2)oc1N1CCN(c2ccccc2)CC1,1.9,-35,1,-12,-29,0,11,13,-37,5
COc1ccc2[nH]c3c(c2c1)CCN1C(=O)N([C@@H](C)C(=O)NCCc2ccc(F)cc2)C(=O)[C@]31C,-0.6,60,-1,3,-3,0,-1,3,-13,nt
Cc1cnc(C(=O)OCC(=O)c2ccc(Br)s2)cn1,1.1,-8,0,3,-9,0,-11,2,11,-1
CCOC(=O)c1cnn(-c2ccccc2)c1NC(=O)c1cccs1,9.1,-20,-6,3,4,1,-2,3,-7,0
CN(C)c1ccc(-c2noc(C3CCN(S(=O)(=O)c4cccc(Cl)c4)CC3)n2)cc1,-1.1,20,-14,10,0,nt,-16,5,1,-2
Cc1sc(NC(=O)CSc2nnc3scc(-c4ccccc4)n23)c(C#N)c1C,1.4,45,-1,-19,-1,-2,-16,3,-27,-1
COc1cc(N=Nc2c(C)n(C)n(-c3ccccc3)c2=O)ccc1N,0.7,-8,-5,4,-3,2,-5,2,-5,-1
Cc1ccc(NC(=O)C(CC(=O)O)C2CCCO2)c(C)c1 (stereo not given),0.3,-21,0,9,1,11,-5,5,-19,-2
O=C(O)c1cc2c(cc1Cl)N1CCCCCC1=NS2(=O)=O,-1.9,-14,0,-17,0,0,5,-2,-24,-6
COc1ccc(-c2ncncc2-c2ccc(Cl)cc2)c(O)c1,0.4,nt,-7,2,-1,-7,16,5,-16,3
COc1nc(NCCN2CCOCC2)nc(Nc2ccc([N+](=O)[O-])cc2)n1,0.7,27,7,4,-3,nt,-12,6,3,-1
CC(=O)C1=C(O)C(=O)N(Cc2cccnc2)C1c1ccc(C(C)C)cc1 (stereo not given),-1.8,-29,3,5,-6,0,3,0,23,4
Cc1ccc(S(=O)(=O)c2nc(S(=O)(=O)c3ccccc3)sc2N2CCN(CCO)CC2)cc1,1.3,7,-13,-8,4,2,-18,9,16,2
COc1cc(CNCc2cccnc2)ccc1OCc1ccccc1,1.1,-8,-3,-2,-3,3,36,-1,3,-4
COc1cc(/C=C2\C(=O)N(C)C(=S)N2C)ccc1O,0.1,10,-8,-13,-1,0,8,-3,7,2
COc1ccc(-c2nc(CN3CCN(C(=O)c4ccco4)CC3)c(C)o2)cc1OC,0.2,30,-4,3,3,-2,-7,-2,2,1
COc1ccc2oc(C(=O)Nc3cccc(S(=O)(=O)N4CCOCC4)c3)c(C)c2c1,1.1,51,4,-7,-4,5,20,-1,26,nt
CCCNC(=O)Nc1cccc(NC(C)=O)c1,0.4,nt,-2,-3,-2,1,-7,-2,10,-3
CC(=O)Nc1cccc(NC(=O)C2CC(=O)N(CCc3ccc(F)cc3)C2)c1 (stereo not given),-0.7,nt,-2,-17,-5,2,-3,3,-9,7
CCN(CC)S(=O)(=O)c1ccc(N2CCOCC2)c(NC(=O)C2CSC3(C)CCC(=O)N23)c1 (stereo not given),0.7,-12,-12,11,-1,-1,-8,7,-11,3
Cc1nonc1C1CCCN1C(=O)c1cc(COc2ccc(F)cc2F)on1 (stereo not given),0.3,41,-6,-15,0,14,77,-1,2,-6
CCN(CC)S(=O)(=O)c1cc(C(=O)Nc2cc(S(=O)(=O)N3CCOCC3)ccc2N2CCN(C)CC2)ccc1C,-0.7,-12,-26,-5,0,-4,6,2,-8,1
CCC/C=N/NC(=O)c1cc(Br)ccc1O,1.1,-2,-4,-5,1,nt,-2,2,-6,-2
COc1ccc(OC)c(C2CC(c3ccccc3)=NN2C(=S)Nc2ccccc2)c1 (stereo not given),0.9,41,-1,-10,5,-11,-12,2,0,-1
O=C(NCCCN1CCCC1=O)C(=O)Nc1cccc(F)c1,2.2,-12,2,-6,1,23,51,-6,-7,0
COc1ccc(-c2sc(Nc3ccccc3)n[n+]2-c2ccc(F)cc2)cc1Br,-1.3,14,-1,3,-6,0,23,3,-8,nt
CCOC(=O)CSc1nc(N(C)C)nc(N(C)C#N)n1,-1.0,-16,-4,-15,-2,-1,nt,1,-7,-2
COCCCn1c(C)csc1=Nc1cccnc1,0.7,24,-12,-12,-4,-3,12,-2,-19,8
O=C(CSc1nnc(-c2cccnc2)o1)Nc1ccccc1Br,-0.9,nt,3,-6,-5,2,nt,11,-30,0
N#Cc1cnn2c1nc(N1CCCCC1)c1ccccc12,0.5,26,4,6,-5,nt,nt,-7,-1,0
COc1ccc([C@@H]2[C@@H]3C(=O)N(C(C)(C)C)C(=O)[C@@H]3[C@]3(Cc4ccccc4)C(=O)N(c4cccc(F)c4)C(=O)N23)cc1,-1.7,-9,-2,-9,0,-1,14,4,-11,nt
NS(=O)(=O)c1ccc(CCNC(=O)C(=O)NCC2OCCN2C(=O)c2ccc3c(c2)OCO3)cc1 (stereo not given),1.3,5,-7,15,4,3,4,5,13,-2
CCOC(=O)N/N=C\c1ccc(OC/C=C/c2ccccc2)cc1,-3.7,-17,-4,-4,0,6,13,0,-7,-4
O=S(=O)(NCc1ccco1)c1ccc(Cl)nc1,1.5,-44,1,4,0,-6,-2,1,10,-3
COc1cccc(OCC(=O)NNC(=O)c2ccc(-c3ccccc3)cc2)c1,0.3,25,11,-7,0,10,nt,-3,31,17

# With a hit mark in SR-BI HDL uptake (from the list above):
SMILES,CDK5 p35 inh,SR-BI HDL uptake,dFosB act,PvdQ inh,V-ATPase pHluor,Wnt bcat act,MITF TRPM1 HTS,NSD2 HMT inh
O=C(N[C@@H]1C/C=C\C[C@H](CC(=O)N(CCO)Cc2ccccc2)C(=O)NC[C@@H](c2ccccc2)OC1=O)OCC1c2ccccc2-c2ccccc21,-6.2,85*,-5,-13,2,-7,-23,nt
O=C(CN1CCN(c2ncc(C(F)(F)F)cc2Cl)CC1)NCCNc1ncc(C(F)(F)F)cc1Cl,1.9,75*,-4,-8,1,2,-11,-14

# The listing continues.
SMILES,CDK5 p35 inh,SR-BI HDL uptake,dFosB act,PvdQ inh,V-ATPase pHluor,Wnt bcat act,MITF TRPM1 HTS,HTR5A ag,HTR5A inv ag,NSD2 HMT inh
CC(C)COc1ccc(C(=O)NNC(=O)c2ccc(=O)[nH]c2)cc1,-0.3,-7,1,4,1,-3,1,0,1,12
O=C(CN1CCN(c2ccc(Cl)cc2)CC1)NCc1ccccc1,-1.0,19,-3,-3,-4,-3,6,-1,4,-1
COc1ccccc1CNC(=O)CN1C(=O)NC(C)(c2ccc(C)cc2)C1=O (stereo not given),-0.4,nt,-2,8,6,-3,nt,1,-3,-1
COc1cc(/C=N/NC(=O)c2sc3nc(C)cc(C)c3c2N)ccc1O,1.6,42,-22,-8,0,3,nt,nt,nt,-2
CCOc1ccc(S(=O)(=O)N(C)c2ccc(OCC(=O)N3c4ccc(C)cc4C4CN(C)CCC43)cc2)cc1 (stereo not given),-1.8,42,34*,-8,0,-2,8,nt,nt,-1

# Compounds as they come (roughly 5% active in at least one column).
